Screening results deposited in PubChem by several laboratories.
aDG glyco act: activators of alpha-DG glycosylation, primary screen, uHTS, Pro5-aDG cells, AlphaScreen; alpha-DG glycosylation AlphaScreen (IIH6); 0% Pro5, 100% B10-LARGE cell signal; activation, % at 10 µM; actives 0.22% (n = 360,000); AID 624168, 2012;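 active = activation of at least 8% versus controls, or a plate z-score of at least 8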;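 note: Pro5 are CHO cells carrying HIG-tagged alpha-DG that lacks glycosylation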
H9c2 protect: cardioprotection against H2O2-induced cell death, primary screen, uHTS, H9c2 cells, ATPLite luminescence; actives 0.63% (n = 360,000); protection from H2O2 cell death, % at 20 µM; H9c2 cardiomyocytes, H2O2 injury protection, 2 h;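 active = compounds giving at least 50% protection of heart cells from peroxide-induced death in the single-dose screen, raw or plate-pattern-corrected value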;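 note: 0% = DMSO wells with peroxide and 100% = DMSO wells without peroxide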
PDI turbidity: inhibitors of human PDI, primary screen, biochemical, turbidity, single point, plate reader | Protein disulfide-isomerase (Homo sapiens), P07237 | PDI insulin aggregation turbidity, A650, 90 min | inhibition, % at 10 µM | actives 0.052% (n = 350,000) | AID 588391, 2011;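 active = mean inhibition across replicates of 30% or more, whatever share of single replicates reach that level; inconclusive = mean inhibition below 30% while every single replicate reaches 30%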;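 note: absorbance from insulin aggregation driven by PDI reduction with DTT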
Target sequence (P07237 whole entry, looked up): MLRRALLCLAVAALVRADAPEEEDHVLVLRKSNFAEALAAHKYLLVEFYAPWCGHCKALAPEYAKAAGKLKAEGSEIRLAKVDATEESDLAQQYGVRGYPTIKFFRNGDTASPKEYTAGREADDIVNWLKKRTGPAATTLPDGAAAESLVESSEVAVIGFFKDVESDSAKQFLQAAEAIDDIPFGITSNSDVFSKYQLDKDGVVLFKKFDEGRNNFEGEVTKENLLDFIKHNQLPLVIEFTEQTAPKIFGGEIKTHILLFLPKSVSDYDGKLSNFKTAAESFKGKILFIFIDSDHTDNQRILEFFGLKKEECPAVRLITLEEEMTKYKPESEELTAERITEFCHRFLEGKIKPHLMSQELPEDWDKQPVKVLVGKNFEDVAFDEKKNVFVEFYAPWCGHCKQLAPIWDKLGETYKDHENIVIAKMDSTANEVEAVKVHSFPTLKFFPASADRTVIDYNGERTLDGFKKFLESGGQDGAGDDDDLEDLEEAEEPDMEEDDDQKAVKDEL
CaV13 ICDI inh: Primary screen for inhibitors of IQ motif and Ca2+-dependent inactivation inhibitor domain binding in CACNA1D, Förster resonance energy transfer in living cells, …; HEK cells, CFP/YFP FRET ICDI-IQ, plate reader, 10 min; percent FRET-ratio fall versus neutral wells; inhibition, % at 12.3 µM; actives 0.098% (n = 340,000);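 active = mean replicate inhibition of at least 30% and at least 1% of replicates passing that level; inconclusive = only one of the two criteria is met; inactive = neither criterion is met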;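 note: 0% = median of the neutral control wells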
m5-HT2A agonist: mouse Htr2a agonists via beta-arrestin recruitment, primary screen, cell-based, luminescence | AID 624169, 2012 | actives 0.66% (n = 360,000) | CHO-K1 mHTR2A beta-arrestin complementation; percent of 30 µM serotonin response | activation, % at 7.6 µM;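 active = activation above a run cutoff, the mean activation of all tested compounds plus 3 SD, cut at about 14% in these data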;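 note: 0% = plate median of compound wells and 100% = 30 µM serotonin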
Target sequence (P35363 whole entry, looked up): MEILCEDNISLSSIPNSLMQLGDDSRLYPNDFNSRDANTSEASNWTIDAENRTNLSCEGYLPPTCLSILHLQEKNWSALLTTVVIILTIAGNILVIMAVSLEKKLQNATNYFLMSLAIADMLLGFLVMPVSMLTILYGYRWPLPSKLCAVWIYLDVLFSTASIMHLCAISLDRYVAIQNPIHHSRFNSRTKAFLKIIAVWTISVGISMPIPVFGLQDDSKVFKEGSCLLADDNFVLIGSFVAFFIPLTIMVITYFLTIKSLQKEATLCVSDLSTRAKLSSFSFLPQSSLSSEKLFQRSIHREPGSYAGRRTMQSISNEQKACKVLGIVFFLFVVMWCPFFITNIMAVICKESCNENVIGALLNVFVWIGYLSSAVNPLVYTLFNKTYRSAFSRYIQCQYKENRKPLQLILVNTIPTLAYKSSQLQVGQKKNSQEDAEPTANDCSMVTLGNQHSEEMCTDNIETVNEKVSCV
N-glyco inh: increase of ERlucT glycosylation luciferase signal, primary screen, N-linked glycosylation inhibitor project, D54 ERlucT cells, luminescence, set 2; actives 0.23% (n = 360,000); reporter increase, % at 12.5 µM; AID 588692, 2011; D54 ERlucT glycosylation luciferase reporter, 24 h; percent of 100 nM tunicamycin response;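 active = mean luciferase reporter signal, scaled so untreated is 0 and the glycosylation-blocking control 100, at or above a set limit in every replicate; inconclusive = mean reaches the limit but not every replicate does; inactive = mean below the limit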;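 note: luciferase carries N-glycosylation sites so blocking glycosylation raises the light; 0% = median of neutral control wells and 100% = median of 100 nM tunicamycin wells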
hiPSC survival: enhancers of single-cell hiPSC survival, primary screen, ATPlite luminescence; survival enhancement, % at 20 µM; actives 0.044% (n = 360,000); 100% = ROCK inhibitor wells, 0% = DMSO; in the data active = survival enhancement above about 18%;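 note: cells exposed to compounds for 16 hours before the ATP read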
ABCB6 inh 2: ABCB6 transporter inhibitors, primary screen, K562-ABCB6 cells, flow cytometry, MLPCN library; ATP-binding cassette sub-family B member 6 (Homo sapiens), Q9NP58; K562-ABCB6 porphyrin accumulation, 1 h; active compounds read low; fluorescence ratio to DMSO, % at 10 µM; actives 0.19% (n = 360,000); AID 602162, 2011;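 active = fluorescence ratio to DMSO below 75%, the collection mean minus 3 SD; inconclusive = too few cells collected in the well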;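 note: signal is porphyrin accumulated inside mitochondria; 100% equals median channel fluorescence of DMSO control wells; lower ratio means ABCB6 inhibition with less porphyrin fluorescence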
Vif inh: HIV Vif self-association inhibitors, primary screen, imaging, HEK293T, single point; HEK293T cells, Vif self-association by quenched fluorescence, 24 h; inhibition, % at 7.49 µM; actives 0.35% (n = 340,000); in the data active = inhibition above about 50%, passing the limit was not always enough; inconclusive = no clear call, values can overlap the other calls; inactive = below about 31%; note: some results filed as inactive read as strong as hits
Exocytosis inh: LAMP-1 surface exposure blockers, TALL-104 cells – cell-based, flow cytometry, MLPCN library, primary screen; TALL-104 LAMP-1 surface exposure; cells stimulated with thapsigargin and PMA; inhibition, % at 10 µM; actives 0.66% (n = 360,000);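 active = inhibition above about 55%, limit read from the data; inconclusive = no clear call, values can overlap the other calls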
Starred values were filed as active, the others as inactive. Not a hit list; overall some 3.1% were active at least once.

Screening CCSc1ccccc1C(=O)Nc1cccnc1 returned aDG glyco act -0.1, H9c2 protect 9, PDI turbidity 10, CaV13 ICDI inh -6, m5-HT2A agonist -1, N-glyco inh 1, hiPSC survival -1.1, ABCB6 inh 2 95, Vif inh 2 and Exocytosis inh -1.
For Cc1ccc(S(=O)(=O)N2CCc3ccccc3C2CC(=O)O)cc1 (stereo unspecified) the results were aDG glyco act 0.0, H9c2 protect -2, PDI turbidity 1, CaV13 ICDI inh -16, m5-HT2A agonist -1, N-glyco inh 3, hiPSC survival 0.3, ABCB6 inh 2 104, Vif inh -2 and Exocytosis inh 0.
For CC12CN3CC(C)(CN(C1)C3c1ccccc1F)C2 (stereo unspecified) the results were aDG glyco act -0.2, H9c2 protect 2, PDI turbidity 0, CaV13 ICDI inh -5, m5-HT2A agonist 2, N-glyco inh 3, hiPSC survival -0.5, ABCB6 inh 2 100, Vif inh 23 and Exocytosis inh 3.
COc1cc(S(=O)(=O)N2CCN(C(=O)c3cccs3)CC2)ccc1NC(C)=O was read as aDG glyco act 0.5, H9c2 protect 8, PDI turbidity 4, CaV13 ICDI inh -5, m5-HT2A agonist -3, N-glyco inh 2, hiPSC survival -1.5, ABCB6 inh 2 97, Vif inh -3 and Exocytosis inh -1.
For Cc1oc2c(c1C(=O)c1ccccc1)C(=O)C(=O)c1ccccc1-2 the results were aDG glyco act -0.6, H9c2 protect -29, PDI turbidity -1, CaV13 ICDI inh 0, m5-HT2A agonist 9, N-glyco inh -15, hiPSC survival -2.5, ABCB6 inh 2 104, Vif inh 2 and Exocytosis inh 102*.
For CC(=O)Nc1cccc(-c2ccnc3c2CC(C)(C(=O)NCc2ccccc2)O3)c1 (stereo unspecified) the results were aDG glyco act 0.1, H9c2 protect 2, PDI turbidity -4, CaV13 ICDI inh -9, m5-HT2A agonist -1, N-glyco inh 21, hiPSC survival -1.9, ABCB6 inh 2 101, Vif inh -11 and Exocytosis inh 21.
`CC(C)(C)S(=O)N1Cc2cc(CO)ccc2[C@@H]1CCO` (stereo partly specified) gave aDG glyco act -0.3, H9c2 protect 3, PDI turbidity -3, CaV13 ICDI inh -7, m5-HT2A agonist 1, N-glyco inh -1, hiPSC survival 4.0, ABCB6 inh 2 104 and Exocytosis inh -3.
For CCCCCC(=O)N1CC2(CC)CN(C(=O)CCCCC)CC(CC)(C1)C2=O the results were aDG glyco act -0.1, H9c2 protect 2, PDI turbidity 1, CaV13 ICDI inh -6, m5-HT2A agonist 1, N-glyco inh 1, hiPSC survival -0.2, ABCB6 inh 2 96, Vif inh -5 and Exocytosis inh 0.
For Cc1ccc(S(=O)(=O)Nc2ccc3c(c2)C(=O)N([C@H](C)CO)C[C@H](C)[C@@H](CN(C)C(=O)Nc2ccc(C(F)(F)F)cc2)O3)cc1 the results were aDG glyco act 0.2, H9c2 protect 8, PDI turbidity -3, CaV13 ICDI inh -10, m5-HT2A agonist 3, N-glyco inh -1, hiPSC survival 2.9, ABCB6 inh 2 103 and Exocytosis inh 7.
For O=C(CN1C(=O)/C(=C/c2ccccc2Cl)SC1=S)NC1CCS(=O)(=O)C1 (stereo unspecified) the results were aDG glyco act -0.4, H9c2 protect -3, PDI turbidity 3, CaV13 ICDI inh -3, m5-HT2A agonist 0, N-glyco inh -1, hiPSC survival -0.4, ABCB6 inh 2 105, Vif inh -1 and Exocytosis inh 6.
CCn1cnc2c1c(=O)n(CC(=O)N1CCc3ccccc31)c(=O)n2Cc1ccccc1 was read as aDG glyco act -0.2, H9c2 protect -1, PDI turbidity -8, CaV13 ICDI inh -7, m5-HT2A agonist 1, N-glyco inh 8, hiPSC survival 8.0, ABCB6 inh 2 99, Vif inh -4 and Exocytosis inh -5.
`CN(C)c1cccc(C(=O)Nc2ccc(N3CCOCC3)cc2)c1` gave aDG glyco act -0.1, H9c2 protect -3, PDI turbidity 2, CaV13 ICDI inh -9, m5-HT2A agonist -5, N-glyco inh 0, hiPSC survival -2.0, ABCB6 inh 2 98, Vif inh 6 and Exocytosis inh 2.
Screening O=C(CNC(=O)c1ccc2ccccc2c1)Nc1ncccc1O returned aDG glyco act 0.0, H9c2 protect -6, PDI turbidity 10, CaV13 ICDI inh -5, m5-HT2A agonist -4, N-glyco inh 0, hiPSC survival -3.8, ABCB6 inh 2 95, Vif inh 14 and Exocytosis inh 4.
For COc1ccccc1N1CCN(C(=O)CSc2nc3ccccc3[nH]2)CC1 the results were aDG glyco act 0.2, H9c2 protect 6, PDI turbidity 0, CaV13 ICDI inh -8, m5-HT2A agonist 15*, N-glyco inh 0, hiPSC survival 0.7, ABCB6 inh 2 103 and Exocytosis inh -6.
For CCOc1ccc(NC(=O)NNC(=O)c2ccc(CC)s2)cc1 the results were aDG glyco act 0.1, H9c2 protect 0, PDI turbidity -14, CaV13 ICDI inh -3, m5-HT2A agonist 6, N-glyco inh -1, hiPSC survival 0.7, ABCB6 inh 2 99, Vif inh -1 and Exocytosis inh 0.
`Oc1ccc(N=Cc2c(O)ccc3ccccc23)cc1` gave aDG glyco act 0.0, H9c2 protect 8, PDI turbidity 9, CaV13 ICDI inh -2, m5-HT2A agonist 1, N-glyco inh 9, hiPSC survival -0.6, ABCB6 inh 2 101, Vif inh 2 and Exocytosis inh 9.
`O=C(Cc1ccccc1)Nc1cccc(C(=O)N/N=C/c2ccco2)c1` gave aDG glyco act -0.3, H9c2 protect -5, PDI turbidity inconclusive, CaV13 ICDI inh -5, m5-HT2A agonist -5, N-glyco inh 1, hiPSC survival 0.4, ABCB6 inh 2 99, Vif inh 4 and Exocytosis inh 0.
`O=CN1CCN(C(=O)c2ccc3c(c2)OCO3)CC1` gave aDG glyco act 0.2, H9c2 protect 6, PDI turbidity -2, CaV13 ICDI inh -10, m5-HT2A agonist 2, N-glyco inh 3, hiPSC survival 0.3, ABCB6 inh 2 96, Vif inh -1 and Exocytosis inh 6.
`CCOc1ccc(Cl)cc1S(=O)(=O)N1CCC(C(=O)NCc2ccccn2)CC1` gave aDG glyco act 0.0, H9c2 protect 6, PDI turbidity -50, CaV13 ICDI inh -4, m5-HT2A agonist 1, N-glyco inh 0, hiPSC survival 0.0, ABCB6 inh 2 94, Vif inh 17 and Exocytosis inh 0.
For CCCCCCCCN1C(=O)[C@H](CC(=O)N2CCSCC2)C[C@@]2(C(=O)OCC)CCCC=C12 the results were aDG glyco act 0.6, CaV13 ICDI inh -8, m5-HT2A agonist 9, hiPSC survival 0.3, ABCB6 inh 2 98 and Exocytosis inh -4.
For O=C(O)/C=C\C(=O)NNC(=O)c1cc(-c2ccccc2)n[nH]1 the results were aDG glyco act 0.1, H9c2 protect -7, PDI turbidity -1, CaV13 ICDI inh -8, m5-HT2A agonist -3, N-glyco inh 1, hiPSC survival -0.5, ABCB6 inh 2 96, Vif inh 3 and Exocytosis inh -1.
COc1ccccc1C1CN(c2ccc(F)cc2F)N=C1c1cccs1 (stereo unspecified) was read as aDG glyco act 1.2, H9c2 protect -7, PDI turbidity -1, m5-HT2A agonist -7, N-glyco inh -1, hiPSC survival 0.1, ABCB6 inh 2 101, Vif inh -1 and Exocytosis inh 1.
`O=C(C[C@H]1CC[C@@H]2[C@H](COC[C@@H](O)CN2C(=O)C2CC2)O1)NCc1ccccc1Cl` gave aDG glyco act 0.0, CaV13 ICDI inh -4, m5-HT2A agonist 2 and Exocytosis inh -2.
Screening CCOc1ncccc1C(=O)OCC(=O)c1cc(OC)c(OC)c(OC)c1 returned aDG glyco act -0.1, H9c2 protect 3, PDI turbidity 1, CaV13 ICDI inh 0, m5-HT2A agonist 0, N-glyco inh 0, hiPSC survival 0.2, ABCB6 inh 2 100, Vif inh 0 and Exocytosis inh -2.
`CN1CCN(CCOc2ccc(-c3ccccc3)cc2)CC1` gave aDG glyco act 0.2, H9c2 protect 1, PDI turbidity 13, CaV13 ICDI inh -6, m5-HT2A agonist -8, N-glyco inh -1, hiPSC survival -0.2, ABCB6 inh 2 100, Vif inh -1 and Exocytosis inh 2.
`c1ccc(-c2csc(N3CCOCC3)n2)cc1` gave aDG glyco act 0.0, H9c2 protect -2, PDI turbidity 6, CaV13 ICDI inh -5, m5-HT2A agonist 2, N-glyco inh 0, hiPSC survival 0.9, ABCB6 inh 2 102, Vif inh 12 and Exocytosis inh -10.
Cc1ccc(-n2ncc3c(=O)n(CC(=O)N4CCN(C(=O)c5ccco5)CC4)cnc32)cc1 was read as aDG glyco act -0.1, H9c2 protect 1, PDI turbidity -6, CaV13 ICDI inh -3, m5-HT2A agonist 2, N-glyco inh 0, hiPSC survival 0.4, ABCB6 inh 2 103, Vif inh -3 and Exocytosis inh 2.
C[C@H]1CCC(=O)N([C@H](CSc2ccc(Br)cc2)Cc2ccccc2)CC1 was read as aDG glyco act 0.4, H9c2 protect -10, PDI turbidity 3, CaV13 ICDI inh -10, m5-HT2A agonist 5, N-glyco inh 4, hiPSC survival -2.5, ABCB6 inh 2 92, Vif inh 0 and Exocytosis inh -4.
Screening O=C(CSc1nnc(-c2ccccc2)o1)NC(=O)Cc1ccccc1 returned aDG glyco act -0.2, H9c2 protect 0, PDI turbidity -2, CaV13 ICDI inh -15, m5-HT2A agonist -4, N-glyco inh -2, hiPSC survival 0.1, ABCB6 inh 2 100, Vif inh 3 and Exocytosis inh 12.
Screening COc1ccc(CNC(=O)C2=CC(c3ccc(OC)cc3)=NS(=O)(=O)N2C)cc1 returned aDG glyco act -0.1, H9c2 protect -10, CaV13 ICDI inh -3, m5-HT2A agonist -1, N-glyco inh 1, hiPSC survival 1.6, ABCB6 inh 2 105 and Exocytosis inh -2.
Screening CCNc1cc2n(c(=O)n1)CCc1cc(OC)c(OC)cc1-2 returned aDG glyco act -0.1, H9c2 protect 18, PDI turbidity 6, CaV13 ICDI inh -4, m5-HT2A agonist 4, N-glyco inh 3, hiPSC survival -1.7, ABCB6 inh 2 105, Vif inh 13 and Exocytosis inh -8.

2 records picked at random from the list so far:
For O=C(CN1C(=O)/C(=C/c2ccccc2Cl)SC1=S)NC1CCS(=O)(=O)C1 (stereo unspecified) the results were aDG glyco act -0.4, H9c2 protect -3, PDI turbidity 3, CaV13 ICDI inh -3, m5-HT2A agonist 0, N-glyco inh -1, hiPSC survival -0.4, ABCB6 inh 2 105, Vif inh -1 and Exocytosis inh 6.
`CC(C)(C)S(=O)N1Cc2cc(CO)ccc2[C@@H]1CCO` (stereo partly specified) gave aDG glyco act -0.3, H9c2 protect 3, PDI turbidity -3, CaV13 ICDI inh -7, m5-HT2A agonist 1, N-glyco inh -1, hiPSC survival 4.0, ABCB6 inh 2 104 and Exocytosis inh -3.
